Compound activity (PubChem)
MazF activator = activators of E. coli MazEF toxin-antitoxin RNase, primary screen, biochemical, fluorescence, uHTS | Endoribonuclease toxin MazF (Escherichia coli (strain K12)), P0AE70 | AID 504720, 2011 | activation, % at 20 µM | 350,000 tested, 0.32% active | FAM/BHQ RNA-DNA oligo cleavage fluorescence, 5 h; in the data active means activation above about 50%
Target sequence (P0AE70 whole entry, looked up): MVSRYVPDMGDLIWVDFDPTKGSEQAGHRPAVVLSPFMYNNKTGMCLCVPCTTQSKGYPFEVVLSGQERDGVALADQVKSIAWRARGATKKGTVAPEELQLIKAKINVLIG
DUSP3 inh = VHR1 phosphatase inhibitors, primary screen, biochemical, absorbance, uHTS | Dual specificity protein phosphatase 3 (Homo sapiens), P51452 | recombinant VHR phosphatase, pNPP absorbance | inhibition, % at 13.3 µM | 290,000 tested, 0.52% active; in the data active means inhibition above about 50%; further: some compounds called inactive have numbers as strong as hits
Target sequence (P51452 whole entry, looked up): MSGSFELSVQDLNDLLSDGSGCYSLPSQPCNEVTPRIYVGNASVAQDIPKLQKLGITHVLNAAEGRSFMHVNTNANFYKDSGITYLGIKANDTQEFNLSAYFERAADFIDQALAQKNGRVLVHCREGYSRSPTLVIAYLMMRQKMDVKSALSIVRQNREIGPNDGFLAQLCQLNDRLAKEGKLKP
FBA Mtb inh = Mtb FBA enzyme inhibitors, primary screen, biochemical, fluorescence, strain H37Rv; Fructose-bisphosphate aldolase (Mycobacterium tuberculosis (strain ATCC 25618 / H37Rv)), …; purified M. tuberculosis FBA, fluorescence read-out; inhibition, % at 1 µM; 360,000 tested, 2.3% active; AID 588726, 2011; in the data active means inhibition above about 27%;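 further: 0% = vehicle and 100% = reference inhibitor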
Target sequence (P9WQA3 whole entry, looked up): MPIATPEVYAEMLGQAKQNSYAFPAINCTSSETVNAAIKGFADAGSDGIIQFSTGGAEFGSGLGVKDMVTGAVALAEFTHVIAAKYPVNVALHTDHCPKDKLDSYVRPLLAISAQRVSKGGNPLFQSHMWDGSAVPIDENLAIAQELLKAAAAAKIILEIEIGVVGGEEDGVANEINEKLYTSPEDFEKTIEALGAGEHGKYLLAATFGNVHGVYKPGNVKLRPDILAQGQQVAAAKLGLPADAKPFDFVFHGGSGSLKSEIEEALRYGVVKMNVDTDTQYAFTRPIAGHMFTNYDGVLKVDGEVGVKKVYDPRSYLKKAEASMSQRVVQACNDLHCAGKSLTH
Rv3671c inh = Rv3671c serine protease inhibitors, primary screen, biochemical, fluorescence polarization, M. tuberculosis H37Rv. P9WHR9. inhibition, % at 5.96 µM. 320,000 tested, 0.048% active. AID 2606, 2010; in the data active means inhibition above about 38%;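 further: extracellular domain of Rv3671c used as enzyme; 0% = enzyme with DMSO and 100% = no enzyme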
Target sequence (P9WHR9 whole entry, looked up, the tested form may be a part): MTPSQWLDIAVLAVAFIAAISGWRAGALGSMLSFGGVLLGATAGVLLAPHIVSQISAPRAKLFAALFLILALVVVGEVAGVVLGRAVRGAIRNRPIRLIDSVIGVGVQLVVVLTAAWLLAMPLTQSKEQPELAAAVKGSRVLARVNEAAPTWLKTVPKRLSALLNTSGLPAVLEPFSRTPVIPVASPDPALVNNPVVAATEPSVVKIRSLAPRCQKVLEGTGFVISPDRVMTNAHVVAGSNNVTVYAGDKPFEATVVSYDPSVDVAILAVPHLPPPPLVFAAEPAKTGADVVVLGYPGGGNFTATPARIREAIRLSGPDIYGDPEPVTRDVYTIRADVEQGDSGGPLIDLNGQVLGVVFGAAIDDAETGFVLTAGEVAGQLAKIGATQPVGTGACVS
BH1578 lux ind = inducers of Vibrio cholerae quorum light production without autoinducers, primary screen, BH1578 luxS cqsA deficient, single point; activation, % at 18.7 µM; V. cholerae BH1578 lux reporter, luminescence, 6 h; 350,000 tested, 0.16% active; in the data active means activation mostly above about 9.7%, no sharp cut-off; further: not every result past the cut was called active; inactives centre near 0; reference of the scale not given here
PriA SSB inh = inhibitors of Klebsiella pneumoniae PriA binding to SSB C-terminal tail, primary screen, biochemical, AlphaScreen; PriA–SSB C-terminal tail interaction (Klebsiella pneumoniae); AlphaScreen SSBct-PriA binding, biotinylated peptide; inhibition, % at 33 µM; 430,000 tested, 0.6% active; AID 1272365, 2023; in the data active means inhibition mostly above about 37%, no sharp cut-off; inactive means mostly below about 20%;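 further: plate controls were negative control peptide for no effect and reference peptide for full effect; strong numbers were not always called active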
3CLpro inhibitor = SARS-CoV 3CLpro protease inhibitors, primary screen, biochemical, quenched FRET; Replicase polyprotein 1ab (Severe acute respiratory syndrome coronavirus), P0C6X7; recombinant SARS-CoV 3CLpro, quenched FRET peptide cleavage; inhibition, % at 6 µM; 290,000 tested, 0.14% active; in the data active means inhibition above about 12%
GDH-TPI counter = GDH-TPI coupling enzyme inhibitors, primary screen, artefact control for M. tuberculosis FBA inhibitor project, biochemical, absorbance, full deck | GDH-TPI coupled enzyme counterscreen, NADH absorbance | inhibition, % at 4.8 µM | 360,000 tested, 1.2% active | AID 588335, 2011; in the data active means inhibition above about 30%;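 further: 0% = DMSO wells and 100% = wells lacking the enzyme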
Mtb BioA inh = M. tuberculosis BioA enzyme inhibitors, primary screen, biochemical, plate reader, single point, HTS; purified M. tuberculosis BioA enzyme; inhibition, % at 9.99 µM; 360,000 tested, 0.096% active; AID 602481, 2012; in the data active means inhibition above about 40%
Mtb UGM inh = M. tuberculosis UGM enzyme inhibitors, primary screen, biochemical, fluorescence polarization, single point | UDP-galactopyranose mutase (Mycobacterium tuberculosis (strain ATCC 25618 / H37Rv)), … | purified UGM, fluorescence polarization probe displacement | inhibition, % at 10 µM | 320,000 tested, 0.06% active; in the data active means inhibition above about 10%, passing the limit was not always enough
Active calls of the source: *; i = inactive; nt = no result given; & = joins results of further samples. This is a subset. The share of hits here may be higher or lower than overall.

item	SMILES	MazF activator	DUSP3 inh	FBA Mtb inh	Rv3671c inh	BH1578 lux ind	PriA SSB inh	3CLpro inhibitor	GDH-TPI counter	Mtb BioA inh	Mtb UGM inh
1	COC(=O)c1ccccc1NC1=C/C(=N\S(=O)(=O)c2cccs2)c2ccccc2C1=O	-10&-11	13	-1&-1	-88	-4.3&-0.2	nt	5	16&17	-1.2&-0.8	4.4
2	CCC(=O)NC(Nc1sc2c(c1C(=O)OC)CCCC2)(C(F)(F)F)C(F)(F)F	3	19	3	1	nt	3	4	3	-0.5	0.0
3	O=S(=O)(Cc1ccccc1)Nc1ccc(F)cc1	0	-13	-2	nt	-7.7	-20	-1	3	-1.5	-0.3
4	CS(=O)(=O)N1CCN(c2ccccc2[N+](=O)[O-])CC1	8	1	0	-9	-0.2	-5	3	-9	nt	-1.1
5	CC(=O)Nc1ccc(NC(=O)c2cccc3c2-c2ccccc2C3=O)cc1	4	5	-4	-16	-0.5	-12	4	0	10.0	-1.0
6	CCCCC(=O)/C=C/n1c(=S)oc2ccccc21	-6	4	1	-37	-0.8	-19	2	7	nt	-1.3
7	COc1ccccc1S(=O)(=O)CC(O)COc1ccccc1Cl (centres undefined)	1	37	3	-4	i	2	4	14	-2.1	0.9
8	COc1ccc(C(=O)NCc2cn3ccsc3n2)cc1OC	15	1	1	4	-0.1	-4	-1	4	3.7	-0.7
9	Cn1cnnc1SCC(=O)c1cc2ccccc2o1	12	13	1	-3	-2.7	7	4	10	nt	0.1
10	Cc1c(NC(=O)C(C)OC(=O)c2ncc(Cl)c(Cl)c2Cl)c(=O)n(-c2ccccc2)n1C (centres undefined)	4	nt	0	-1	i	-6	nt	-1	nt	-0.7
11	Cc1ccc(S(=O)(=O)NCC(=O)OCC(=O)c2ccc(Br)s2)cc1	-3	38	10	-3	i	-2	4	6	-1.3	-0.3
12	O=C(CSc1nncn1-c1cccnc1)Nc1cccc(C(F)(F)F)c1	12	16	0	-12	-1.5	-5	-3	-10	-4.3	-0.2
13	Cc1cc2ccccn2c1C(=O)c1ccc(S(=O)(=O)N(C)C)cc1	-15	3	-3	2	-0.3	-7	4	2	nt	-3.7
14	COC(=O)C1=C(c2c(C)noc2C)C[C@@H]2CC[C@H]1N2C(=O)N1CCCC1	6	nt	1	3	0.4	-30	nt	2	-0.2	0.5
15	CCN(C(=O)COC(=O)c1n[nH]c2ccccc12)c1ccccc1	1	nt	10	-3	i	-5	nt	5	0.2	0.9

Reprinted at random: four entries already listed.
item	SMILES	MazF activator	DUSP3 inh	FBA Mtb inh	Rv3671c inh	BH1578 lux ind	PriA SSB inh	3CLpro inhibitor	GDH-TPI counter	Mtb BioA inh	Mtb UGM inh
2	CCC(=O)NC(Nc1sc2c(c1C(=O)OC)CCCC2)(C(F)(F)F)C(F)(F)F	3	19	3	1	nt	3	4	3	-0.5	0.0
13	Cc1cc2ccccn2c1C(=O)c1ccc(S(=O)(=O)N(C)C)cc1	-15	3	-3	2	-0.3	-7	4	2	nt	-3.7
6	CCCCC(=O)/C=C/n1c(=S)oc2ccccc21	-6	4	1	-37	-0.8	-19	2	7	nt	-1.3
1	COC(=O)c1ccccc1NC1=C/C(=N\S(=O)(=O)c2cccs2)c2ccccc2C1=O	-10&-11	13	-1&-1	-88	-4.3&-0.2	nt	5	16&17	-1.2&-0.8	4.4

The listing continues:
item	SMILES	MazF activator	DUSP3 inh	FBA Mtb inh	Rv3671c inh	BH1578 lux ind	PriA SSB inh	3CLpro inhibitor	GDH-TPI counter	Mtb BioA inh	Mtb UGM inh
16	O=C(NCC(c1cccnc1)N1CCN(c2ccccc2F)CC1)c1cccc(Cl)c1 (centres undefined)	-2	29	-1	-8	-0.2	3	5	-8	2.4	1.5
17	Cc1ccc(C(=O)COC(=O)c2cn3ccccc3n2)cc1	11	27	1	-2	-0.9	-1	-1	-4	-0.9	-1.0
18	COc1ccccc1CNC(=O)CCN1C(=O)c2ccccc2C1=O	5	27	117*	3	-10	-1	-5	2	0.8	1.8
19	O=C(COC(=O)c1ccc(F)cc1)NCC1COc2ccccc2O1 (centres undefined)	-4	nt	1	12	i	-10	nt	3	-7.0	2.8
20	Cc1cc(C(C)(C)C)cc(C)c1S(=O)(=O)N1CC(=O)Nc2ccccc21	2	-8	0	-2	-0.4	10	2	10	-3.3	1.6
21	COc1ccc(OC(C)C(=O)Nc2ccccc2F)cc1 (centres undefined)	-1	5	0	3	i	-10	-5	4	-1.9	0.0
22	CC(C)c1csc(CN2CCN(Cc3ccccc3)C(CCO)C2)n1 (centres undefined)	-6	13	1	4	-0.3	-15	1	-5	-2.3	2.5
23	O=C(NCC1CCOCC1)c1cc(COc2ccc(F)cc2F)on1	0	-26	-3	0	13	-18	0	9	0.4	-1.5
24	CC1CCN(C(=O)C2CCN(C(=O)c3cc4sccc4n3Cc3ccc(F)cc3)CC2)CC1	-4	18	0	-7	i	-4	7	6	-0.6	1.6
25	Cc1ccccc1OC(=O)C1C(c2ccccc2)C(C(=O)O)C1c1ccccc1 (centres undefined)	3	-24	1	3	-5.3	-4	4	5	0.0	1.7
26	COc1cc(C)nc(Oc2ccc(OCCOc3ccc(C)cc3)nn2)n1	12	20	0	6	i	-4	-2	-8	-0.3	-1.3
27	O=c1c([N+](=O)[O-])c[nH]c2ccccc12	-7	8	-3	-9	-0.3	-2	2	12	-1.2	-0.6
28	COC(=O)c1cc(Br)c(=O)n(-c2nccs2)c1	4	19	2	-4	i	-20	-5	-3	-4.7	1.6
29	CCCCNc1nc2ccccc2nc1Cl	10	24	3	-10	1.1	-42	3	11	nt	0.6
30	COc1ccc2c(CC(=O)OCC(=O)NC(N)=O)coc2c1	3	-1	2	-8	-0.4	5	5	8	-0.7	3.6
31	O=C(OCn1nnc2ccccc2c1=O)C12CC3CC(CC(O)(C3)C1)C2	5	5	4	-9	-3.3	2	4	21	-0.4	4.6
32	CCc1cccc2c(C(=O)C(F)(F)F)cn(CC(=O)N3CCOCC3)c12	2	22	1	-8	i	-5	-4	10	nt	0.5
33	O=[N+]([O-])c1cccc(S(=O)(=O)N2CCc3ccccc3C2)c1	25	8	0	2	-0.7	-16	1	9	-0.3	0.6
34	Nc1c(C(=O)CSc2nnnn2-c2ccccc2)c(=O)[nH]c(=O)n1C1CC1	-1	nt	-1	0	1.6	-2	nt	8	-0.7	2.3
35	CC1(C(=O)NS(=O)(=O)c2cccs2)CCN1C(=O)C1(c2ccc(Cl)cc2)CCC1 (centres undefined)	nt	nt	0	nt	4.5	nt	nt	9	-1.1	nt
36	CCCNC(=O)C1(C)CCCN(C(=O)c2ccccc2OC)C1 (centres undefined)	nt	nt	3	nt	0.5	nt	nt	8	-1.8	nt
37	COc1ccc(OCCn2c(C)nc3ccccc32)cc1	-7	nt	2	nt	i	nt	nt	8	0.1	nt
38	COc1ccc(C(=O)NCC(=O)OCC(=O)c2ccc(Cl)cc2)cc1OC	7	-10	-1	9	-0.2	0	-2	0	1.6	-0.3
39	COc1ccccc1/C=C/C(=O)NCc1ccccn1	2	17	6	-4	i	-8	3	3	nt	-3.6
40	CCN(CC)CCCNC(=O)Cn1ncc2c(=O)oc3ccc(C)cc3c21	8	12	-4	5	-1.2	-5	nt	-11	-0.7	1.8
41	CCOC(=O)c1ccc(NC(=S)N2CCCC(C)C2)cc1 (centres undefined)	6	13	6	2	i	-7	0	8	0.5	-1.1
42	C=CCNC(=O)CC1C(=O)NCCN1Cc1ccc(-c2ccccc2)cc1 (centres undefined)	0	1	0	-12	-0.1	-11	1	0	nt	-0.1
43	CCOC(=O)CC(NC(=O)C1c2ccccc2Oc2ccccc21)c1ccccc1Cl (centres undefined)	3	12	0	-3	i	-2	1	0	nt	-0.5
44	CC(C)CC(=O)Nc1cc([N+](=O)[O-])ccc1Cl	-17	15	-6	12	-0.4	-10	4	18	-2.9	-2.6
45	COCC(=O)Nc1ccc(S(=O)(=O)Nc2cc(C)nc(C)n2)cc1	4	16	0	10	i	-14	2	11	-0.5	-0.8
46	O=C(N/C(=C\c1ccco1)C(=O)N1CCOCC1)c1ccc([N+](=O)[O-])cc1	2	12	-1	5	i	0	4	5	-0.6	-0.9
47	COc1cc(NC(=O)C[n+]2ccc(C(=O)c3ccccc3)cc2)cc(OC)c1	6	nt	-1	6	i	4	nt	-8	0.1	2.0
48	CCOC(=O)Nc1ccc2c(CN(C)Cc3ccc(F)cc3)cc(=O)oc2c1	-48	2	14	-9	-0.4	3	-5	-5	3.1	-0.9
49	Cc1cccc(NC(=O)COC(=O)c2ccc3c(=O)n4c(nc3c2)CCC4)c1	6	4	-2	-3	-0.6	-15	0	6	-2.7	-0.2
50	CN(C(=O)c1cccc(NC(=O)Cc2ccc(NC(=O)C3CCCN(C(=O)C4CCC4)C3)cc2)c1)C1CCCCC1 (centres undefined)	3	nt	6	nt	-1.1	-4	nt	1	-1.1	nt
51	CNC(=O)c1c(C)nn(-c2ccc(F)c(Cl)c2)c1-c1cc(C)on1	2	26	2	4	i	1	-1	1	0.7	2.9
52	Cc1ccc(NC(=O)C(=O)NCc2ccc(/C=C(/C#N)C(=O)NCc3cccnc3)o2)cc1C	0	32	0	4	-0.7	5	-2	34*	-1.6	-1.4
53	CCOC(=O)N1CCN(C(=O)c2ccc3c(c2)sc2nc(-c4ccccc4)cn23)CC1	6	24	3	0	-5.9	-3	-1	-2	1.5	-2.1
54	Cc1ccc(NC(=O)CN2CCc3ccccc3C2)cc1F	-2	5	-1	11	-0.8	-14	5	1	-0.8	-1.8
55	Cc1nc2ccccc2c(=O)n1/N=C/c1cn[nH]c1-c1ccccc1	5	8	2	3	-0.4	nt	-3	4	9.9	0.7
56	CCCSc1cc(NCCOC(=O)CCC)c([N+](=O)[O-])c2nonc12	2	21	-3	9	-0.3	-3	3	12	nt	1.2
57	COc1ccc(C(NC(=O)/C=C\c2ccco2)c2ccc(OC)c(OC)c2)cc1 (centres undefined)	14	3	0	-16	-0.2	-4	-5	0	-0.3	0.3
58	CC12CC(NC(=O)N1c1cccc(C(=O)NCc3ccccn3)c1)c1ccccc1O2 (centres undefined)	12	27	1	5	-6.2	-7	0	-4	1.2	-1.3
59	C[C@@H]1ON(C)[C@H]2C[C@H]3c4cc(N5CCN(C)CC5)ccc4CCN3C(=O)[C@@H]12	6	nt	-1	nt	-1.5	-6	nt	5	-0.3	nt
60	COc1ccc(CC(=O)Oc2ccc(Cl)cc2Br)cc1S(=O)(=O)N1CCOCC1	2	nt	-1	11	i	-10	nt	6	-1.3	-0.9
61	COc1ccc(OC)c(-n2nnnc2SCC(=O)N2CCN(C(=O)c3ccco3)CC2)c1	1	24	0	-2	i	-23	0	3	nt	-1.5
62	COc1ccc(CNC(=O)CSc2nnc3c(n2)[nH]c2ccccc23)cc1	10	7	1	6	-3.1	8	5	9	-1.6	-3.5
63	COc1cccc(NC(=O)Nc2ccc(Cc3ccncc3)cc2)c1	5	4	-1	-9	i	-5	0	-2	6.4	2.0
64	O=C(N/N=C/c1cccnc1)c1ccc(S(=O)(=O)N2CCCCCC2)cc1	-3	13	-1	1	-0.7	i	1	9	2.0	1.1
65	O=S1(=O)CCC(NCC2CCCO2)C1 (centres undefined)	4	27	1	6	2.9	5	0	13	-0.1	0.0
